Compound activity: PubChem, The Scripps Research Institute Molecular Screening Center
CHRM1 agonist = agonists of human M1 muscarinic receptor; P11229; activation, % at 3 µM; AID 588814; CHO-K1 hM1, Fluo-8 calcium fluorescence, agonist mode; 0% DMSO, 100% acetylcholine EC100; 360,000 tested, 0.33% active;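 active = activation above the run's mean compound activation plus 3 SD, cut at about 16% in these data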;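 note: peak over basal fluorescence ratio within a 140 s kinetic read after compound addition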
M1 antag = human CHRM1 antagonism; AID 588852; CHO-K1 hM1, Fluo-8 calcium fluorescence, ACh EC80 antagonist; 360,000 tested, 1.3% active; inhibition, % at 3 µM;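 active = percent inhibition above its own plate's cutoff, namely the mean of that plate's compound wells plus 3 SD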;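 note: peak over basal fluorescence ratio during 140 s after agonist addition; 0% = ACh EC80 plus DMSO and 100% = DMSO alone without agonist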
CHO parental Ca = signal in parental CHO cells, OX1R antagonist counter-screen | parental CHO-K1, ATP-induced calcium, Fluo-8 fluorescence | inhibition, % at 5.6 µM | 330,000 tested, 0.63% active;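 active = inhibition above that plate's mean sample inhibition plus 3 SD, cut at about 26% in these data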;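 note: 0% = ATP-challenged DMSO wells and 100% = DMSO wells without ATP; some compounds past the cut are filed as inactive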
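Assay system – parental CHO cells · Reagent – ATP stimulus · Detection – intracellular calcium via Fluo-8 no-wash fluorescent dye · Evaluation – percent inhibition of ATP-evoked calcium rise, normalized to controls · Controls – ATP wells versus no-ATP DMSO wells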
OXTR potentiator = potentiators of human oxytocin receptor; CHO-OTR cells, Fluo-8 calcium fluorescence, potentiator mode; 0% = oxytocin EC15, 100% = EC100; activation, % at 3 µM; 320,000 tested, 0.061% active; P30559;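 active = activation above that plate's cutoff, the mean activation of tested compounds plus 3 SD, cut at about 6.6% in these data, passing the limit was not always enough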;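 note: 100% uses oxytocin at 75 nM as the full agonist control; some results filed as inactive read as strong as hits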
Target sequence (P30559 whole entry, looked up): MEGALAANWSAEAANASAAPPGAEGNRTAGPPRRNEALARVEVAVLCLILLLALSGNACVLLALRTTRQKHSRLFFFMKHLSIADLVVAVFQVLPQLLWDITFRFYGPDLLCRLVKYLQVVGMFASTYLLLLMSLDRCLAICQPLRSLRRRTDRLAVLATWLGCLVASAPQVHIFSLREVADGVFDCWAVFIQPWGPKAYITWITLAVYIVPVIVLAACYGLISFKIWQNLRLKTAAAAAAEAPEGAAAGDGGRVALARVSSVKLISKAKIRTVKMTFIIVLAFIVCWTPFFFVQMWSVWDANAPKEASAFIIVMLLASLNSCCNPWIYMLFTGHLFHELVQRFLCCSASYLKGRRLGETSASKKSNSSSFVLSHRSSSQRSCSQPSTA
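Assay system: CHO cell line stably expressing human OTR | Also added: Oxytocin at about EC15, sub-maximal agonist stimulus | Times: Compound 6 min at room temperature before oxytocin, 100 s read | Measured by: Fluo-8 intracellular calcium fluorescence, ex 470-495, em 515-575 nm | Controls: EC15 oxytocin alone as 0%, 75 nM oxytocin as 100%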
M1 PAM parental = M1 PAM counterscreen hit in parental CHO-K1 cells | 360,000 tested, 0.02% active | AID 602247 | activation, % at 3 µM | ATP EC20, Fluo-8 calcium fluorescence; 0% at ATP EC20, 100% at ATP max;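 active = activation above the run cutoff, the mean activation of all test compounds plus 3 SD, cut at about 40% in these data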;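 note: peak over basal fluorescence ratio in a 140 s read after ATP addition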
CHO-K1 Ca antag = M1 antagonist counterscreen hit in parental CHO-K1 cells. inhibition, % at 3 µM. 360,000 tested, 0.6% active. ATP-induced calcium, Fluo-8 fluorescence;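 active = inhibition above a per-plate cutoff, the plate's mean sample inhibition plus 3 SD, cut at about 24% in these data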;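 note: 0% = DMSO plus EC80 ATP and 100% = DMSO alone without ATP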
TAAR1 agonist = human TAAR1 agonism. Q96RJ0. CHO RD-HGA16 TAAR1, Fluo-8 calcium fluorescence; vehicle wells 0%, saturating PEA agonist 100%. activation, % at 3 µM. 360,000 tested, 0.99% active. AID 624467;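 active = activation above the mean activation of all test compounds in the run plus 3 SD, cut at about 38% in these data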
Target sequence (Q96RJ0 whole entry, looked up): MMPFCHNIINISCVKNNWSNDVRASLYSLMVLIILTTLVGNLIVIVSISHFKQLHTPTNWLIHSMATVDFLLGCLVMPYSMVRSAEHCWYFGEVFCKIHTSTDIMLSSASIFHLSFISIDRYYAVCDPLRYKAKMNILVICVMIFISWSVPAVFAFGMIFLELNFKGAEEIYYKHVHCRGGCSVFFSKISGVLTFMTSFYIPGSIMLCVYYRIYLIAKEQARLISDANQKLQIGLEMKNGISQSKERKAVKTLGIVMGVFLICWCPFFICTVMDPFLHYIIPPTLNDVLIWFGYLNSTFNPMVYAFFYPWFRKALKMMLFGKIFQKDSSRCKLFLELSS
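test system = CHO RD-HGA16 cells carrying human TAAR1 plus Gα16 | schedule = 17-24 h seeding, 75 min 37 °C dye, 30 min RT | compound dosing = 3 µM single concentration | control set = DMSO and PEA EC100 | replicates = n 1 | signal = Fluo-8 fluorescence, 5 s baseline then 140 s kinetic read | measure = percent activation vs PEA EC100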
M1 ag parental = counter-screen for M1 agonists: effect in parental CHO-K1 cells | 360,000 tested, 0.48% active | activation, % at 3 µM | Fluo-8 calcium fluorescence; scaled to maximal ATP response, vehicle zero | AID 602248; in the data active = activation above about 15%;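 note: untransfected CHO-K1 host cells lacking M1 receptor as counterscreen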
TAAR1 antagonist = human TAAR1 antagonism. 360,000 tested, 1.5% active. Q96RJ0. CHO RD-HGA16 TAAR1, Fluo-8 calcium fluorescence, antagonist. AID 624466. inhibition, % at 3 µM;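 active = inhibition above a per-plate cutoff, the mean inhibition of test compounds on that plate plus 3 SD, cut at about 49% in these data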;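 note: 0% = DMSO plus EC80 beta-PEA response and 100% = DMSO alone without agonist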
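Assay system: CHO-derived RD-HGA16 cells stably expressing human TAAR1 plus Gα16. Timing: 140 s kinetic read after compound, 140 s after agonist. Technique: kinetic Fluo-8 calcium fluorescence measurement. Measure: % inhibition of agonist calcium response.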
* marks the source's active call; other numbers are inactive results; · = not tested or not shown. Compounds were not picked by outcome. Share with any hit: about 4.2%.

SMILES | CHRM1 agonist | M1 antag | CHO parental Ca | OXTR potentiator | M1 PAM parental | CHO-K1 Ca antag | TAAR1 agonist | M1 ag parental | TAAR1 antagonist
O=C(CCNC(=O)N1CC(=O)Nc2ccccc21)NCc1cccc(Cl)c1 | -2 | -9 | 10 | -1 | -19 | -4 | 2 | 0.6 | -27
CC(C)NC(=O)c1ccccc1NC(=O)C1CCCO1 (stereo not given) | -5 | -2 | 5 | 3 | 20 | -8 | 5 | -0.2 | -6
Cc1nc(C)c(-c2csc(Nc3ccc(N)cc3)n2)s1 | -4 | 2 | -6 | -10 | -5 | 12 | 7 | 3.0 | 16
O=C(CCC1CCCC1)Nc1nnc(-c2ccc3c(c2)OCO3)s1 | -5 | -5 | 3 | -2 | 17 | -2 | 4 | 0.2 | -7
COc1ccc(C(=O)C(OC(=O)CNC(=O)c2ccco2)c2ccccc2)cc1 (stereo not given) | -1 | -7 | 1 | -6 | -4 | 6 | 13 | 0.1 | -5
Cc1noc(C)c1S(=O)(=O)N(C)C[C@H]1Oc2c(NC(=O)Nc3ccc(C(F)(F)F)cc3)cccc2C(=O)N([C@H](C)CO)C[C@@H]1C | 1 | -7 | -16 | -4 | 17 | -2 | 3 | 0.9 | 9
COc1ccc(C(=O)N2CCc3cc4c(cc3C2C)OCCCO4)cc1 (stereo not given) | -13 | -16 | -23 | -6 | 0 | -7 | -2 | 0.0 | -10
CCn1c(SCc2cccc(C)c2)nnc1-c1ccccc1 | -6 | -4 | -30 | -5 | 1 | 0 | 1 | 0.4 | 14
O=S(=O)(NCCc1cccs1)c1ccc(Br)cc1 | -5 | -2 | 7 | -14 | 3 | -9 | 1 | 0.1 | 7
COc1ccc(N(CC(=O)N2CCCCC2)S(=O)(=O)c2c(C)nn(C)c2C)cc1 | -5 | -4 | -11 | -7 | -5 | 4 | 1 | -0.6 | -16
Cc1ccc(C(=O)NCCNS(=O)(=O)c2ccccc2)cc1 | 0 | -7 | -19 | -3 | 14 | 11 | 4 | 0.3 | -17
O=c1[nH]c(=O)n(C2CCCCCC2)c(O)c1C=NCc1ccc(F)cc1 | -4 | 1 | -41 | -6 | -3 | 3 | 17 | -0.2 | -13
COc1ccc(Br)cc1C(=O)N/N=C/c1ccc([N+](=O)[O-])cc1 | -6 | 7 | -10 | -13 | 10 | 6 | 12 | 0.2 | -6
CCn1ncc(CN2CCC(Oc3cc(C(=O)NC4CC4)ccc3OC)CC2)c1C | -3 | -2 | · | · | -11 | 9 | 0 | 12 | 3
CCOP(=O)(OCC)c1nc(-c2cccc3ccccc23)oc1NCCc1ccc(OC)cc1 | -7 | -8 | -20 | -8 | 15 | -6 | 5 | 1.1 | 6
Cc1cc(=O)[nH]c(N/N=C/c2cc(C)n(CC(F)(F)F)c2C)n1 | -4 | 12 | -15 | -1 | -20 | 5 | 2 | -0.1 | -3
O=C(Cn1c(C(=O)OCCO)cc2ccccc21)c1ccccc1 | -1 | -17 | 6 | -14 | 18 | -11 | 2 | 1.8 | -11
CCOc1ccc(/C=C(\C#N)C(=O)Nc2cccnc2)cc1 | -4 | -10 | -3 | 0 | 10 | 0 | 0 | 0.5 | -10
CCN(CC)c1ccc(/C=C(\C#N)C(=O)NCc2ccccc2)cc1 | -6 | 6 | -27 | -13 | 1 | 3 | · | 4.5 | ·
COC(C)c1oc2c(C)c3oc(=O)cc(C)c3cc2c1C (stereo not given) | 0 | -6 | -26 | -16 | 14 | -4 | 4 | 1.8 | -17
CC(C)N(Cc1nccn1C)C(=O)C1CCC(=O)N(CCc2ccccc2)C1 (stereo not given) | -6 | -12 | · | · | 8 | -1 | 2 | 0.2 | -6
O=C(NNC(=O)c1cc(-c2ccc(Br)cc2)nc2ccccc12)c1csc(N2CCOCC2)n1 | 1 | 20 | · | · | -1 | 10 | 9 | 2.8 | 46
O=C(NCc1ccc(F)cc1)c1cc2c(cc1Cl)N1CCCCCC1=NS2(=O)=O | -9 | -9 | -11 | -1 | -19 | 7 | 0 | 0.5 | -2
COc1ccc(CNC(=O)CCNC(=O)N2CC(=O)Nc3ccccc32)cc1 | -2 | -21 | · | · | 11 | -8 | 3 | 0.8 | 3
CC(C)(C)OC(=O)N1CCC(C(=O)N2CCOCC2)CC1 | -2 | -11 | 3 | -5 | 4 | 5 | 1 | 0.1 | -7
COc1cccc(-c2ncn(CCc3ccccc3OC)c2C(C)C)c1 | · | · | · | · | -6 | -5 | 20 | 4.7 | 22
O=C(Nc1nnc(C2CC2)s1)c1cc(Cl)sc1Cl | -2 | 11 | -9 | -11 | -17 | 5 | 1 | 0.5 | -12
O=C(N/N=C/c1cccc(Cl)c1Cl)Nc1ccccc1 | -3 | -7 | -15 | -9 | 28 | -18 | 15 | 1.1 | 4
CCOC(=O)C1(Cc2ccccc2)CCN(Cc2cn(CC(=O)OC)c3ccccc23)CC1 | -6 | -5 | -3 | -6 | 23 | -12 | 4 | 0.8 | 2
COc1ccc([C@H]2N[C@]3(CCCN(Cc4ccco4)C3=O)[C@H]3C(=O)N(Cc4ccccc4)C(=O)[C@@H]23)cc1 | -7 | -15 | · | · | 22 | -12 | 1 | 1.2 | -9
Cc1scc(C(=O)N/N=C/c2ccsc2)c1C | -3 | -2 | 1 | -4 | 16 | -7 | 0 | 1.8 | 13
O=C(C1CCCN(c2ncnc3c2nc2n3CCCCC2)C1)N1CCN(c2ccc(F)cc2)CC1 (stereo not given) | 0 | 2 | -24 | -19 | 15 | -13 | 29 | 6.8 | 39
COc1ccc(OC)c(-c2csc(NC(=O)COC(=O)C3(C)CC3(Cl)Cl)n2)c1 (stereo not given) | -7 | 5 | -8 | -12 | -6 | -9 | 1 | -0.3 | 1
CCOC(=O)c1c(C)n(-c2ccc(C)cc2)c2ccc(OCC(O)CN3CCN(C)CC3)cc12 (stereo not given) | -5 | 15 | · | · | 22 | -6 | 20 | 1.1 | -26
C[C@H]1CN([C@@H](C)CO)S(=O)(=O)c2ccc(Br)cc2O[C@@H]1CN(C)Cc1cccc(F)c1 | -5 | -10 | · | · | 14 | -10 | 0 | -0.1 | 7
CCc1nc2cc(Cl)c(Cl)cc2[nH]1 | -4 | 2 | -16 | -7 | -8 | -8 | 1 | 0.5 | 2
Cc1cc2c(n1-c1ccc(Br)cc1)CC(C)(C)CC2=O | -5 | -7 | -19 | -1 | -5 | 1 | 22 | -0.1 | 3
O=C(C(=NNc1ccccc1)c1ccccc1)c1ccccc1 | -2 | -10 | · | · | 9 | -23 | 2 | 0.6 | 2
FC(F)(F)c1nc2nc(Cl)c(Cl)nc2[nH]1 | 0 | -15 | · | · | 7 | -6 | 6 | -0.8 | -21
COc1cc(CNCc2ccco2)cc(OC)c1O | -3 | -12 | -7 | -6 | 17 | -5 | 1 | -0.2 | 8
Cc1ccc2nc3c(cc(C(=O)NC4CCCC4)c(=N)n3C3CCCCC3)c(=O)n2c1 | -11 | -16 | -9 | -3 | 1 | -8 | 0 | -0.6 | -20
COc1ccccc1Oc1ccc(NC(=O)c2ccccc2)cc1 | -9 | 3 | -3 | -10 | 8 | -3 | -1 | 0.9 | 11
Cc1cc(C(=O)Nc2sc3c(c2C#N)CCCC3)no1 | -3 | -6 | -2 | -9 | 23 | -24 | 22 | 1.6 | 1
COc1ccc(Cl)cc1NC(=O)CN(C)C(=O)Cn1cnc2c1c(=O)n(C)c(=O)n2C | -2 | -7 | -12 | 4 | 2 | -4 | 0 | 0.2 | 1
Cc1cccc(C)c1NC(=O)Nc1ccc2c(c1)OCO2 | -9 | -5 | 0 | -4 | 25 | -1 | 4 | 1.3 | 11

A portion from further up:
SMILES | CHRM1 agonist | M1 antag | CHO parental Ca | OXTR potentiator | M1 PAM parental | CHO-K1 Ca antag | TAAR1 agonist | M1 ag parental | TAAR1 antagonist
O=C(CCNC(=O)N1CC(=O)Nc2ccccc21)NCc1cccc(Cl)c1 | -2 | -9 | 10 | -1 | -19 | -4 | 2 | 0.6 | -27
CC(C)NC(=O)c1ccccc1NC(=O)C1CCCO1 (stereo not given) | -5 | -2 | 5 | 3 | 20 | -8 | 5 | -0.2 | -6
Cc1nc(C)c(-c2csc(Nc3ccc(N)cc3)n2)s1 | -4 | 2 | -6 | -10 | -5 | 12 | 7 | 3.0 | 16

(further entries)
SMILES | CHRM1 agonist | M1 antag | CHO parental Ca | OXTR potentiator | M1 PAM parental | CHO-K1 Ca antag | TAAR1 agonist | M1 ag parental | TAAR1 antagonist
CC1=NN(c2ccc(C(=O)O)cc2)C(=O)/C1=C\c1ccc(OC(=O)c2cccs2)cc1 | -7 | -5 | 0 | -12 | 22 | -3 | 1 | 0.2 | 20
CSCC[C@H](NC(=O)Cc1c(C)c2c(cc(C)c3c(C)coc32)oc1=O)C(=O)O | -3 | -8 | · | · | 11 | -8 | 1 | 0.3 | -4
COc1cccc(C(=O)O/N=C(\N)c2ccncc2)c1OC | -7 | -2 | 5 | -1 | 24 | -7 | -1 | 0.3 | 18
Cc1cc(=O)oc2cc(NC(=O)C(C)Oc3cccc(Cl)c3)ccc12 (stereo not given) | -3 | 2 | 4 | -8 | -11 | 2 | -1 | 0.6 | -7
COc1ccc(N(CC(=O)NCc2ccc(C)cc2)S(=O)(=O)c2ccccc2[N+](=O)[O-])c(OC)c1 | -11 | 7 | -10 | -12 | 20 | -9 | 10 | 1.0 | 5
CCOC(=O)C1CCN(Cc2coc3ccc(Cl)cc3c2=O)CC1 | -3 | 2 | -13 | -5 | 19 | -7 | 4 | 0.6 | -7
C=CCN(CC=C)S(=O)(=O)c1ccc(C(=O)Nc2sc3c(c2C(N)=O)CCCCC3)cc1 | -3 | 8 | -1 | -6 | -9 | 6 | 2 | 0.0 | 5
S=C(NC12CC3CC(CC(C3)C1)C2)N1CCOCC1 | -3 | 4 | 5 | -16 | 22 | -22 | 1 | 0.7 | -8
Clc1cccc(-c2sc(Nc3ccccc3)n[n+]2-c2ccccc2)c1Cl | 1 | 6 | -18 | -13 | -6 | -10 | 6 | 4.7 | 22
CN(C)S(=O)(=O)c1ccc(Oc2ccc(S(=O)(=O)N(C)C)cc2)cc1 | 1 | 13 | 53* | -18 | 13 | 6 | · | 9.0 | ·
CS(=O)(=O)N(CC(=O)N1CCCC1)c1ccc(Cl)c(Cl)c1 | 5 | -11 | -7 | -5 | -16 | 4 | -2 | 0.0 | -7
O=C(CCN1C(=O)C2CCCCC2C1=O)Nc1nc2c(F)cc(F)cc2s1 (stereo not given) | -3 | -7 | -13 | -5 | 5 | 7 | 5 | 0.7 | -1
